Bioassay records: PubChem BioAssay, Sanford-Burnham Center for Chemical Genomics
EBI2 block: antagonists of human EBI2 receptor | P32249 | EBI2 beta-arrestin recruitment, luminescence, 7a,25-OHC stimulated | inhibition, % at 5 µM | actives 0.81% (n = 360,000) | AID 651636; in the data active = inhibition above about 38%;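 note: enzyme fragment complementation signal reports receptor beta-arrestin coupling in cells; 0% = agonist plus DMSO wells and 100% = wells without agonist; some results beyond the cut were filed as inactive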
Target sequence (P32249 whole entry, looked up, the tested form may be a part): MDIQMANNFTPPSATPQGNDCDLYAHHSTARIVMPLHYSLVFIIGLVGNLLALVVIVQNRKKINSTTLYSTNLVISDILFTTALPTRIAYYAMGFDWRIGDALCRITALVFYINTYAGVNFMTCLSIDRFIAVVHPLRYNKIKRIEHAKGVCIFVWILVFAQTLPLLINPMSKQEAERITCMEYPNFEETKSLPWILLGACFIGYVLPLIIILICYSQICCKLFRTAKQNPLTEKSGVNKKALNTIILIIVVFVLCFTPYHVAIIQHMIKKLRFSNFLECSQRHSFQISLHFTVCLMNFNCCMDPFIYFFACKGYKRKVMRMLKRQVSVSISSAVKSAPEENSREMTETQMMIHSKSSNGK
CXCR6 inh: inhibitors of human CXCR6 receptor; O00574; CHO-K1 PathHunter CXCR6 beta-arrestin, luminescence; inhibition, % at 20 µM; actives 0.36% (n = 360,000); in the data active = inhibition above about 34%, passing the limit was not always enough;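 note: antagonist mode with CXCL16 agonist at 10 nM final; 0% = 10 nM CXCL16 with DMSO and 100% = unstimulated wells without agonist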
Target sequence (O00574 whole entry, looked up): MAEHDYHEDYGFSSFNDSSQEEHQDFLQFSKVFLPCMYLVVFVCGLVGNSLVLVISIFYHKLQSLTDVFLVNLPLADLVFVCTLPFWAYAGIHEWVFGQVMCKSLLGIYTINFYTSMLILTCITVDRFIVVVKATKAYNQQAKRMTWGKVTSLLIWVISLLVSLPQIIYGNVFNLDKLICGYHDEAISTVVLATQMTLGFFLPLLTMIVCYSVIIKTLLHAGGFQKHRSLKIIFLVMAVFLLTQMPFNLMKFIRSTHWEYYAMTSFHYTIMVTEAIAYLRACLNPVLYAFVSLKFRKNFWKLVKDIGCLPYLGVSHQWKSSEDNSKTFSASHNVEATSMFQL
Active calls of the source: *. A portion of the library; the hit share may differ from the screen's.

Screens in order: EBI2 block, CXCR6 inh
CC(C)NC(=O)C1(C)CCN1C(=O)c1c(F)cccc1F (configuration not stated)
→ -13, -8
O=C(Nc1ccc(Oc2ccccc2)cc1)c1csc([C@@H]2O[C@H](CO)[C@@H](O)[C@H]2O)n1
→ 0, -9
CC1(C(=O)NS(=O)(=O)c2cccs2)CCN1C(=O)c1cccc(F)c1 (configuration not stated)
→ 7, 10
O=C(CN1CCOCC1)N1c2ccccc2Sc2ccc(Cl)cc21
→ -1, 10
CC(C)C[C@H]1COc2cccc(N3CCSCC3)c2S(=O)(=O)N1
→ -2, 3
CCCNC(=O)C1(C)CCN(C(=O)c2sccc2C)C1 (configuration not stated)
→ -5, 1
CC(=O)Nc1ccc(-c2ccnc3c2CC(C)(C(=O)NCC2CC2)O3)cc1 (configuration not stated)
→ 1, -12
CC(C)C[C@H]1CN([C@@H](Cc2ccc(O)cc2)CN2CCC[C@H]2CN2C(=O)C(=O)NC[C@@H]2Cc2ccccc2)C(=O)C(=O)N1CCc1ccccc1
→ -13, -6
CN(C)c1ccc(-c2ccnc3c2CC(C)(C(=O)NCC2CCOCC2)O3)cc1 (configuration not stated)
→ 2, 9
CN(Cc1ccc(Cl)c(Cl)c1)C(c1cc2ccccc2o1)c1nnnn1C(C)(C)C (configuration not stated)
→ 2, -4
COC(=O)C(NC(=O)c1ccccc1)C(C)(C)SCc1ccccc1 (configuration not stated)
→ -9, 1
CC(=O)Nc1ccc(NC(=O)c2csc([C@@H]3O[C@H](CO)[C@H](O)[C@H](O)[C@H]3O)n2)cc1
→ -6, 6
CNS(=O)(=O)c1ccc(CNC[C@H]2O[C@@H](n3cc(C)c(=O)[nH]c3=O)C[C@@H]2O)cc1
→ -2, -1
CC(=O)Nc1cc(-c2cccc(NS(C)(=O)=O)c2)cn2c(-c3cccc(C(F)(F)F)c3)cnc12
→ 24, 7
CC1C(=O)N(Cc2cn(CCC3OCCCO3)nn2)CCS(=O)(=O)N1Cc1ccc(-c2ccc(Cl)c(Cl)c2)cc1 (configuration not stated)
→ 15, -4
COc1ccccc1Cn1c(C)c(C(=O)NCc2ccco2)sc1=O
→ 5, 10
O=C(NC(c1ccc(-c2ccccc2)cc1)c1cnccn1)C1CCN(CCN2C(=O)c3ccccc3C2=O)CC1 (configuration not stated)
→ -2, 2
COc1ccc(CCCNC(=O)C2Cc3c(-c4cccc(C(N)=O)c4)ccnc3O2)cc1 (configuration not stated)
→ 1, -7
COc1ccc(-c2coc3c(C(=O)NCc4ccccc4)cccc23)c(C)c1
→ 17, 6
Cc1ccc(S(=O)(=O)N2C[C@H]3C(=O)C[C@@H]4C(=O)N(c5ccccc5)C(=O)[C@@H]4[C@@H]3C[C@H]2c2cccc(Cl)c2)cc1
→ -2, -3
CC(=O)Nc1cnc(-c2cccc(C(=O)N3CCOCC3)c2)cn1
→ 0, -1
CCc1nc2ccc(C(=O)Nc3cc(-c4ccccc4)ccc3OC)cn2c1N(C)Cc1ccc(OC)cc1
→ 45*, 13
COc1cccc(CNC(=S)Nc2ccc3c(c2)c(=O)n(C)n3C)c1
→ -4, -3
CCNC(=O)C1(C)CCCN(Cc2ccc(Oc3ccccc3)cc2)C1 (configuration not stated)
→ 6, 2
O=C(COC(=O)c1ccc(Cl)c(S(=O)(=O)N2CCCCC2)c1)NC1CCCCC1
→ -2, 9
N#Cc1c(N)[nH]c(C(=O)c2ccccc2)c1-c1ccccc1Br
→ 5, -2
COC(=O)CCCn1cc(CN2CC(N3CCN(C4CCN(C)CC4)CC3)CS2(=O)=O)nn1 (configuration not stated)
→ -10, -3
Cc1ccc(CNc2nc3cc(-c4ccccc4)sc3c(=O)n2C)c(C)c1
→ 3, -6
Clc1ccc(C(c2cccs2)N2CCNCC2)cc1 (configuration not stated)
→ -4, 6
CCOc1ccc(CCN2C(=O)C(=O)N([C@@H](CC(C)C)CN3CCC[C@H]3CN3C(=O)C(=O)NC[C@@H]3Cc3ccc(O)cc3)C[C@@H]2Cc2ccccc2)cc1
→ -3, -2

Part of the list above, with values ahead of the structure:
EBI2 block	CXCR6 inh	SMILES
45*	13	CCc1nc2ccc(C(=O)Nc3cc(-c4ccccc4)ccc3OC)cn2c1N(C)Cc1ccc(OC)cc1
-4	-3	COc1cccc(CNC(=S)Nc2ccc3c(c2)c(=O)n(C)n3C)c1

Following part
Screens in order: EBI2 block, CXCR6 inh
Cc1ccc(Cn2c(C)c(C(=O)NCc3ccc4c(c3)OCO4)sc2=O)cc1
→ -2, 8
O=C(NCc1nnnn1-c1ccc(Cl)cc1)c1ccc2c(c1)OCO2
→ -7, 1
COc1ccc(NC(=O)N(C)C[C@H]2OCc3cn(nn3)CCCC(=O)N([C@@H](C)CO)C[C@@H]2C)cc1
→ -9, -1
Cc1cnc(NC(=O)C2(C)CCN2C(=O)C(C)C)s1 (configuration not stated)
→ -2, -1
CC1OC(COCc2ccccc2)Cc2[nH][nH]c(=O)c21 (configuration not stated)
→ -12, -8
CCN(CC)CCn1c(=S)[nH]c2cc(C(=O)NCc3ccccc3)ccc2c1=O
→ 2, 12
CC1=C(C(=O)OCc2ccccc2)C(c2ccc(C)cc2)NC(=O)N1 (configuration not stated)
→ 3, -3
CC1=C(C(=O)N(C(C)C)C(C)C)CC(CC(=O)NCCN2CCOCC2)C(=O)N1CCCN1CCCC1=O (configuration not stated)
→ -10, 3
OC[C@H]1O[C@@H](c2nc(-c3ccc(C4OCCO4)cc3)no2)[C@H](O)[C@@H]1O
→ -2, 0
COc1ccc([C@H]2C[C@H](O)[C@@H](n3cc(C4CC4)nn3)CN2Cc2cccs2)cc1
→ -1, -5
CCOC1=C2[C@@H](CN(S(=O)(=O)c3ccc(C)cc3)[C@H]2c2ccc(CC)cc2)[C@H]2C(=O)N(C)C(=O)[C@H]2C1
→ 1, -3
O=C(NCc1ccc(Cl)c(Cl)c1)c1cc(C2CCCCN2C(=O)CCc2ccccc2)on1 (configuration not stated)
→ 14, 13
Cc1onc(-c2ccccc2)c1C(=O)N1CCC(C)(C(=O)NS(=O)(=O)C2CC2)C1 (configuration not stated)
→ -11, 3
Cc1c(NC(=O)CSc2nnc(-c3ccccc3F)o2)c(=O)n(-c2ccccc2)n1C
→ -2, 4
CN1C(=O)[C@H]2[C@@H](c3ccccc3)N[C@]3(CCCN(Cc4ccco4)C3=O)[C@H]2C1=O
→ -2, 0
CC1=C(C(=O)N(C)C)CC(CC(=O)NCCCCc2ccccc2)C(=O)N1CCC1=CCCCC1 (configuration not stated)
→ 10, 3
COc1ccc(/C=C/C(=O)OCC(=O)N2c3ccccc3CC2C)c(OC)c1 (configuration not stated)
→ -7, 6
COc1ccc(S(=O)(=O)N2CCC(C(=O)N[C@@H](C)C(=O)NCc3ccccn3)CC2)cc1
→ -5, -4
CCc1nc2ccc(C(=O)Nc3cc(-c4ccccc4)ccc3OC)cn2c1N(C)CCC(C)C
→ 22, 12
COc1ccc(Cc2nnc(SC)n2-c2ccc(F)cc2)cc1OC
→ 2, 3
CCN(CC(=O)Nc1ccc(NC(C)=O)cc1)CC(=O)Nc1cccc2ccccc12
→ -3, 1
C[C@@H]1CN([C@@H](C)CO)C(=O)CCCn2nncc2CO[C@H]1CN(C)S(=O)(=O)c1cccs1
→ 0, 6
CCCC#Cc1ccc2c(c1)O[C@H](CN(C)S(=O)(=O)c1cccc(OC)c1)[C@H](C)CN([C@H](C)CO)S2(=O)=O
→ 23, 10
CC(C)c1ccc(NC(=O)C2(C)Cc3c(-c4ccc(N(C)C)cc4)ccnc3O2)cc1 (configuration not stated)
→ 10, 9
CC(C)Oc1ccc2ccccc2c1CNC[C@H]1O[C@@H](n2ccc(=O)[nH]c2=O)[C@H](O)[C@@H]1O
→ 4, -1
COc1ccc(C(O)c2nc(-c3ccccc3C)cs2)cc1 (configuration not stated)
→ -12, -2
CCCCNC(=O)C1(C)CCN1C(=O)c1ccc2sccc2c1 (configuration not stated)
→ -8, -2
CCCNC(=O)c1cc(C2CCCCN2C(=O)OCC(C)C)on1 (configuration not stated)
→ 3, 3
CC(=O)Nc1cccc(-c2cccc3nccn23)c1
→ -1, -3
CCCCn1nnnc1C(c1cccc2ccccc12)N1CCN(C/C=C/c2ccccc2)CC1 (configuration not stated)
→ 44*, 19
C[C@H](CO)N1C[C@H](C)[C@@H](CN(C)C(=O)c2ccccn2)Oc2cc(Br)ccc2S1(=O)=O
→ 3, 4
O[C@@H]1CN(CC2CCCCC2)[C@@H](c2ccc(Cl)cc2)C[C@H]1n1cc(-c2ccc(F)cc2)nn1
→ 10, -7
Cc1ccc(C=C(C#N)C(=O)c2ccccc2)cc1
→ 3, -3
c1ccc(CNc2c(C3CCNCC3)nc3scc(-c4ccccc4)n23)cc1
→ -6, 6
COc1ccc(-n2c(-c3ccc(C(C)(C)C)cc3)n[nH]c2=S)c(OC)c1
→ -11, -8
C[C@H](O)[C@@H]1CN2CCc3c([nH]c4ccccc34)[C@@H]2C[C@@H]1N(C)C(=S)NCCc1ccccc1
→ -10, 10
COc1ccc2nc(-c3ccccn3)ccc2c1
→ -8, 5
COc1cccc(C(C)(O)c2nc(-c3ccc(Cl)cc3)cs2)c1 (configuration not stated)
→ -1, -8
CCN(CC(=O)Nc1ccc(NC(C)=O)cc1)C(=O)C1CC1
→ -6, -4
OC[C@@H]1CN(Cc2ccncc2)C[C@H](n2cnc3c(NC4CC4)ncnc32)O1
→ 10, -2
CCNC(=O)C1(C)CCCN(Cc2csc(-c3ccc(Cl)cc3)n2)C1 (configuration not stated)
→ 0, -9
COc1ccc(OC)c(NC(=O)C2(C)CCN2C(=O)CCC2CCCC2)c1 (configuration not stated)
→ 6, 4
CC(C)(C)OC(=O)N1CCN(C(=O)c2[nH]cnc2C(=O)Nc2ccccc2F)CC1
→ -3, 0
Cc1cc(C)c(CN2CCN(C(=O)CC[C@H]3O[C@@H](n4ccc(=O)[nH]c4=O)[C@H](O)[C@@H]3O)CC2)c(C)c1
→ -4, -7
COc1ccc(-c2csc(C(C)(O)c3ccccc3)n2)cc1 (configuration not stated)
→ 10, -8

Given tab-delimited: entries from further up
SMILES	EBI2 block	CXCR6 inh
COc1ccc(-c2coc3c(C(=O)NCc4ccccc4)cccc23)c(C)c1	17	6
Cc1ccc(S(=O)(=O)N2C[C@H]3C(=O)C[C@@H]4C(=O)N(c5ccccc5)C(=O)[C@@H]4[C@@H]3C[C@H]2c2cccc(Cl)c2)cc1	-2	-3
CC(=O)Nc1cnc(-c2cccc(C(=O)N3CCOCC3)c2)cn1	0	-1
CCc1nc2ccc(C(=O)Nc3cc(-c4ccccc4)ccc3OC)cn2c1N(C)Cc1ccc(OC)cc1	45*	13
COc1cccc(CNC(=S)Nc2ccc3c(c2)c(=O)n(C)n3C)c1	-4	-3
CCNC(=O)C1(C)CCCN(Cc2ccc(Oc3ccccc3)cc2)C1 (configuration not stated)	6	2
O=C(COC(=O)c1ccc(Cl)c(S(=O)(=O)N2CCCCC2)c1)NC1CCCCC1	-2	9
N#Cc1c(N)[nH]c(C(=O)c2ccccc2)c1-c1ccccc1Br	5	-2
COC(=O)CCCn1cc(CN2CC(N3CCN(C4CCN(C)CC4)CC3)CS2(=O)=O)nn1 (configuration not stated)	-10	-3
Cc1ccc(CNc2nc3cc(-c4ccccc4)sc3c(=O)n2C)c(C)c1	3	-6
Clc1ccc(C(c2cccs2)N2CCNCC2)cc1 (configuration not stated)	-4	6
CCOc1ccc(CCN2C(=O)C(=O)N([C@@H](CC(C)C)CN3CCC[C@H]3CN3C(=O)C(=O)NC[C@@H]3Cc3ccc(O)cc3)C[C@@H]2Cc2ccccc2)cc1	-3	-2

Carrying on:
Screens in order: EBI2 block, CXCR6 inh
CN(Cc1ccc(Cl)cc1)C(CCc1ccccc1)C(=O)NC1CCCCC1 (configuration not stated)
→ 10, 11
CC1(C(=O)Nc2cccc3ncccc23)CCN1C(=O)CCc1ccccc1 (configuration not stated)
→ 10, -4
Cc1ccccc1S(=O)(=O)NC(=O)C1(C)CCN1C(=O)C1(c2ccccc2)CC1 (configuration not stated)
→ -3, -6
O=C(CSc1ccccc1F)NCC(c1ccco1)N1CCCCC1 (configuration not stated)
→ -2, 8
CNc1cccc(-c2ccc(C(C)=O)s2)n1
→ 7, -10
CNc1ncnc2c1ncn2[C@H]1CN(Cc2ccc(-c3ccccc3)cc2)C[C@@H](CO)O1
→ 30, 1
CC(C)C[C@H]1CN([C@@H](CC(C)C)CN2CCCC2CN2C(=S)NC[C@@H]2Cc2ccccc2)C(=S)N1CC1CCCCC1 (some centres not stated)
→ -6, 4
N=C1CCCC1C(=S)SCCC(N)=O (configuration not stated)
→ -4, 8
O=C(c1cccs1)N1C[C@H](n2cc(-c3ccc(F)cc3)nn2)[C@@H](O)C[C@@H]1c1ccc(Cl)cc1
→ 8, -1
CC(C)(C)NC(=O)C1c2ccccc2OCC(=O)N1C1CC1 (configuration not stated)
→ -9, -4
CCN(CC)S(=O)(=O)c1ccc(N2CC(C(=O)NCc3ccco3)CC2=O)cc1 (configuration not stated)
→ -8, 0
C[C@@H]1CN([C@@H](C)CO)C(=O)CCCn2nncc2CO[C@H]1CN(C)S(=O)(=O)c1ccccc1F
→ -2, -1
Cc1ccc(-c2nc3ccc(Br)cn3c2Cc2ccccc2C(F)(F)F)cc1
→ -2, 6
CCCN(CCC)Cc1cc(=O)oc2cc(C)c(C)cc12
→ 11, -3
Cc1cccc(COC[C@H](Cc2ccccc2)N2CCN(C(=O)c3cccc(Cl)c3)CCC2=O)c1
→ 11, 5
CC(C)CC1C(=O)N(Cc2cn(CCC3OCCO3)nn2)CCS(=O)(=O)N1Cc1ccc(-c2ccc(F)nc2)cc1 (configuration not stated)
→ 0, 3
COc1ccc(C(=O)c2[nH]c(N)c(C(=O)NCCc3c[nH]c4ccccc34)c2-c2ccc(OC)c(OC)c2)cc1
→ 22, 8
CC1(C(=O)NS(=O)(=O)c2cccc(OC(F)F)c2)CCN1C(=O)Cc1ccsc1 (configuration not stated)
→ -8, -1
